# Pf Dd2 inh: inhibitors of Plasmodium falciparum Dd2 growth. P. falciparum Dd2 growth, SYBR Green, 72 h. Potency, µM (doses to about 28.9 µM), without a hit: at the highest dose activity, negative = inhibition, most hits filed as inhibitors. 120,000 tested, 4.3% active. AID 1347417; active means well fitted inhibition curve with a large enough effect; inconclusive means small, poorly fitted or top-dose-only effect; inactive means no such curve, though single readings can be large or run the other way;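 further: plate controls were DMSO vehicle for no effect and reference drug for full effect; nearly all actives have a fitted effect of over 65% in size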
#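 Readout: SYBR Green fluorescence, 485 nm excitation, 535 nm emission, after ~16 h lysis at 37C. Before that, Dd2-infected red cells (2.5% hematocrit) grew 72 h with compound, 29 uM top final concentration.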
# * = called active by the depositor; i = inactive; ? = inconclusive; [ ] = another dose, or the depositor's remark. Potency means the concentration at half of the fitted maximal effect. Some of the compounds tested, so the mix of outcomes need not match the whole.
SMILES,Pf Dd2 inh
COc1ccccc1N1CCN(C(=O)C2CCN(S(=O)(=O)c3cn(C)cn3)CC2)CC1,142%[activator]
CC(C)CCN1C[C@@H]2C(=O)N(CCCN3CCCC3=O)C(=O)[C@@H]2C1,-16%
O=C(NCCc1ccccc1)N1CCCCC1c1nc(CCOCC2CC2)no1 (stereo not given),i
O=C(c1ccc(Cl)cc1)N1CC(c2nnc(-c3ccncc3)o2)C2(CCOCC2)C1 (stereo not given),i
O=C(CCNc1c(-c2ccc(F)cc2)nc2cnccn12)NC1CCCC1,20%
COc1ccc(C(=O)N2CCC3(CC2)NC(=O)N(Cc2ccc(F)cc2)C3=O)c(C)c1,-21%
COc1ccccc1CC(=O)N1CCC2(CC1)NC(=O)N(Cc1ccccc1)C2=O,13%
COc1cccc(N2C(=O)NC(=NC3CCCCC3)C23CCCN(C(=O)c2ccccc2OC)C3)c1 (stereo not given),-18%
O=C1NCCCCCN(C(=O)COc2ccccc2)[C@H]2CCC[C@@H]12,i
Cc1ccc(C)c(NC(=O)c2cnn(-c3cccc(F)c3)c2C2CCN(C(=O)OC(C)(C)C)CC2)c1,?
Cc1cc(C)cc(NC(=O)N2CCC3(CCNC(=O)CC3)CC2)c1,-21%
Cc1ccc(NC(=O)c2cc(S(=O)(=O)N3CCC4(CC3)OCCO4)ccc2F)cc1Cl,2%
Cc1cn2nc(-c3nc(C4CCCN(C(=O)Cc5ccsc5)C4)no3)cc2c(=O)[nH]1 (stereo not given),?
O=C(Cn1c(=O)n(-c2ccccc2)c(=O)c2ccc(C(=O)NCc3ccc4c(c3)OCO4)cc21)Nc1ccc(F)c(Cl)c1,?
COc1ccc(NS(=O)(=O)c2cc3[nH]c(=O)c(=O)[nH]c3cc2C)cc1Cl,2%
CCOc1ccccc1C(=O)Nc1ccc2nc3c(c(Nc4ccc(OC)c(OC)c4)c2c1)CCCC3,1.1µM*
O=C(c1nnc(CN2CCN(c3ccccn3)CC2)n1Cc1ccccc1)N1CCC[C@@H]1c1ccc(Br)cc1,i
Cn1nc(C(=O)N2C[C@@H](CO)[C@H](c3ccncc3)C2)c2ccccc21,-20%
CCCNC(=O)N[C@@H]1C=C(C(=O)N[C@@H](Cc2ccc(OC)cc2)C(N)=O)C[C@@H](O)[C@@H]1O,18%[44.1 µM]
O=C(CN1CCN(C(=O)c2cc3c(s2)CN(C2CCCC2)C3)CC1)N1CCCC1,?
Cc1ccc(CNC(=O)Cn2ncc3c(C)n(Cc4ccc(Cl)cc4)c(C)c3c2=O)cc1,2%
CS(=O)(=O)c1ccc(OCC2(CNCc3ccc(F)c(F)c3)C[C@@H](O)[C@@H](O)C2)cc1 (stereo not given in full),-13%
O=C1[C@@H]2C[C@@H](CN2Cc2ccc3c(c2)OCO3)Oc2ccccc2N1Cc1ccccn1,?
COc1ccc(-c2cc(C)no2)cc1S(=O)(=O)NC1CCC(C)CC1 (stereo not given),i
O=C(Nc1ccc(Br)cc1)N1CCC(CN2CCCC2)CC1,-12%
# More structures follow.
SMILES,Pf Dd2 inh
CCNC(=O)c1cccnc1OC1CCN(C(=O)c2cccc(C)c2)C1 (stereo not given),-4%
COc1cccc(CNCCNC(=O)c2nonc2N)c1,-1%
COc1ccc(OC)c(Nc2ncnc3c2cnn3-c2cccc(Cl)c2)c1,19%
COc1ccccc1NC(=O)Nc1ccnn1C1CCN(C(=O)CN)CC1,-2%
O=C(N[C@H](c1cccs1)C1CC(O)C1)C1CCN(C2CCOCC2)CC1 (stereo not given in full),-9%
O=C(Cn1ccnc1)N1CCc2c(n(CCOc3ccccc3)n(-c3ccccc3)c2=O)C1,45%
COc1ccc(NC(=O)CC2CCOCC2)c(C)c1,56%[activator]
Cn1cnc(S(=O)(=O)N2CCCC(Cc3noc(-c4cccnc4)n3)C2)c1 (stereo not given),?
O=C(Nc1cccc(Cl)c1)C1CCCN1c1nc2ncccc2o1 (stereo not given),i
C#CCNC(=O)C1CN(c2cccc(OC)c2)C(=O)N1 (stereo not given),-17%[44.1 µM]
COc1ccc(C(=O)N2CCC(N3CCCOC3=O)CC2)cc1,12%
O=C1N[C@@H](Cc2c[nH]c3ccccc23)C(=O)N2CCN(C(=O)c3cccnc3)C[C@@H]12,14%[44.1 µM]
CC(C)Oc1ccccc1CN1CCC2(CC1)CN(c1ncccn1)CC2CO (stereo not given),?
Cc1ccc(-c2cc3c(=O)n(CCNC(=O)c4ccccc4F)ccn3n2)c(C)c1,?
COC(=O)[C@@H]1Cc2ncn(C)c2CN1S(=O)(=O)c1ccc(C)cc1,i
COc1cccc(CCC(=O)N2CCC3(CC2)N=C(c2cccc(Br)c2)NO3)c1,5%
Cc1ccc(C)c(N2CCN(c3nc4ccccc4n4nnnc34)CC2)c1,?
CC(=O)N1CCC(N2C[C@@H]3C[C@H]2C(=O)N(Cc2ccccn2)c2ccccc2O3)CC1,-11%[44.1 µM]
O=C1[C@@H]2C[C@@H](O)CN2C2(CN(Cc3ccccn3)C2)C(=O)N1Cc1ccccc1,?
CCOC(=O)c1cccc(NC(=O)[C@H](CSCc2ccccc2)N2Cc3ccccc3C2=O)c1,?
CC1CCN([C@@H]2[C@H](O)[C@H](CO)O[C@@H]2CNC(=O)N2CCOCC2)CC1,-59%[44.1 µM]
Cc1ccc2c(=O)cc(C(=O)Nc3ccc(S(=O)(=O)N(C)c4ccccc4)cc3)oc2c1C,25%
CCCN(Cc1cccs1)C(=O)Nc1cc(Cl)ccc1C,-12%
COCC(=O)N[C@H]1CC[C@]2(C)CC[C@@H]([C@H](C)C(=O)N3CCCCC3)[C@H](O)[C@H]2[C@@H]1C,34%[activator][44.1 µM]
CCc1ccccc1Nc1nn2c(=O)c3ccc(C(=O)NC4CCCCC4)cc3nc2s1,-20%

# Part of the list above, bar-delimited:
molecule | Pf Dd2 inh
C#CCNC(=O)C1CN(c2cccc(OC)c2)C(=O)N1 (stereo not given) | -17%[44.1 µM]
CCc1ccccc1Nc1nn2c(=O)c3ccc(C(=O)NC4CCCCC4)cc3nc2s1 | -20%
CC(C)Oc1ccccc1CN1CCC2(CC1)CN(c1ncccn1)CC2CO (stereo not given) | ?
CCCN(Cc1cccs1)C(=O)Nc1cc(Cl)ccc1C | -12%
Cc1ccc2c(=O)cc(C(=O)Nc3ccc(S(=O)(=O)N(C)c4ccccc4)cc3)oc2c1C | 25%

# Continued.
SMILES,Pf Dd2 inh
O=C(Nc1ccsc1)N[C@H]1C[C@H]2C(=O)NC[C@@H](CCC(=O)N3CCOCC3)N2C1,32%[activator][44.1 µM]
COc1ccccc1C(=O)Nc1ccc(C(O)[C@H]2COCC(=O)N2)cc1 (stereo not given in full),-3%[44.1 µM]
CN(C)C(=O)c1nc(-c2ccc(Cl)cc2Cl)c2cnccn12,10µM*
OCC1(CN2CCCC2)CCN(Cc2cnn(-c3ccccc3)c2)CC1,i
O[C@@H]1C[C@@H](c2nc(-c3cnccn3)no2)N(Cc2ccc(-c3ccccn3)cc2)C1,i
COc1ccc(CNC(=O)Cn2c(=O)c3cccn3c3cccnc32)cc1,54%[activator]
COCc1noc([C@@H]2CN(Cc3cccc(F)c3)C[C@H]2COC)n1,17%
CC(=O)N1CCc2c(sc3nc(SCC(N)=O)n(-c4ccc(F)c(Cl)c4)c(=O)c23)C1,9%
CCC(COC)NC(=O)c1c(C)noc1-c1cc(OC)c(OC)c(OC)c1 (stereo not given),i
COc1ccc(C)cc1NC(=O)Cn1c(=O)nc(-c2ccccc2F)c2cc(Cl)ccc21,14%
Cc1cccc(CSc2ncc(Cl)c(C(=O)Nc3sc4c(c3C(N)=O)CCCC4)n2)c1,?
COc1ccc(C2Cn3cnc(C(=O)N4CCC(C(=O)NCc5ccccc5F)CC4)c3CO2)cc1 (stereo not given),-7%
COc1cccc2c1ccn2CCNC(=O)Cn1nc2c(cc1=O)CCCCC2,-16%
COc1ccc(CCc2nc3nccc(-c4ccccc4)n3n2)cc1OC,-21%
O=C(Cc1cccc(F)c1)N1CCC(Oc2ccccc2-c2nc(C3CC3)no2)C1 (stereo not given),?
COc1ccccc1NC(=O)CCn1ccn2nc3c(c2c1=O)CCCC3,i
CCOc1ccccc1CNC(=O)c1cc(-c2ccc(Cl)s2)nc2ccccc12,?
O=C1CCc2cc(S(=O)(=O)NCc3ccc(Cl)cc3)cc3c2N1CC3,i
Cc1ccc([C@@H]2CN(Cc3ncc[nH]3)[C@@H]3C4CCN(CC4)[C@@H]32)cc1,-3%
CCn1c(C2CCCN(C(=O)NC(C)C)C2)nn(C)c1=O (stereo not given),21%
COc1ccc(OC)c(S(=O)(=O)N2CC(N(C3CCOCC3)S(C)(=O)=O)C2)c1,-9%
CC(C)CCNC(=O)c1cnc2n1CCN(Cc1ccncc1Cl)CC2,i
COc1ccc(CCNC(=O)CCS(=O)(=O)c2cc3c(cc2Cl)NC(=O)CO3)cc1OC,9%
Cc1nc(NCC2(c3ccccc3)CCOCC2)cc(C2CC(O)C2)n1 (stereo not given),-27%
COc1ccc(-c2[nH]ncc2CNC(=O)C2NCCc3[nH]cnc32)cc1 (stereo not given),5%
# Other results
SMILES,Pf Dd2 inh
Cc1cc(C[C@@H]2COC[C@@H]2NC(=O)CCc2nc(-c3ccco3)no2)on1,-5%
Cc1nn(Cc2nc(-c3ccc4nc[nH]c4c3)no2)c(=O)c2ccccc12,-22%
COc1ccc(CCNC(=O)c2c(C)noc2-c2ccc(OC(F)(F)F)cc2)cc1OC,i
Fc1ccc(C2Cn3nnc(-c4nc(C5CC5)no4)c3CO2)cc1 (stereo not given),i
CC(CNC(=O)C1CCC(=O)N(C2CC2)C1)(c1ccccc1)c1ccccc1 (stereo not given),1%
COc1ccc(CC(=O)N2C[C@H](c3nc(-c4cccnc4)no3)[C@@H](C)C2)cc1,i
Cc1cc2c(N3CCC(N4C[C@@H]5CCN[C@@H]5C4)CC3)ncnc2s1,-20%
CN(C)[C@H]1CCN(S(=O)(=O)c2ccsc2C(=O)O)C[C@H]1CCC(=O)O,4%
Oc1ccc(-c2nc(C3CC3)nc3c2CN(Cc2cncs2)CC3)cc1,i
C1CC(c2noc(C3CC3)n2)CN1 (stereo not given),14%[5.79 µM]
COc1ccc(-c2cc(N3CCCN(C(=O)c4cc(OC)cc(OC)c4)CC3)n[nH]2)cc1,?
CCOC(=O)c1c(C)[nH]c(CCC(=O)Nc2ccccc2OCC)c1C,i
COc1ccc(CN2C(=O)COC[C@H]2C(=O)N2CCN(c3ccc(C)cc3)CC2)cc1,-9%
O=C(c1ccccc1)N1C[C@H]2OC(=O)N(CCCN3CCOCC3)[C@H]2C1,7%
Cc1ccc(Cl)cc1NC(=O)CCS(=O)(=O)c1ccc(Br)s1,i
CCOc1ccccc1C(=O)Nc1cccc(-c2nc3ccccc3s2)c1,-11%
Cc1ccc2nc(CSc3nnc(NC(=O)c4cccc(Br)c4)s3)cc(=O)n2c1,20%
O=c1c2c3c(sc2nnn1Cc1ccc(Br)cc1)CCCC3,?
CCc1nc(-c2c3n(c(=O)n(CC(=O)NCc4ccccc4Cl)c2=O)CCCC3)no1,i
CCOC(=O)c1ccc(Nc2nc(-c3ccccc3)no2)cc1,?
CC(C)CCCC1CN(S(=O)(=O)c2ccsc2)CCO1 (stereo not given),i
COc1cc(C(=O)NCC(c2ccc3c(c2)OCO3)N2CCN(C)CC2)cc(OC)c1OC (stereo not given),?
COCc1cc(CNC(=O)c2cn(C3CCC(N)CC3)nn2)[nH]n1 (stereo not given),8%
O=C(NCc1ccc(F)cc1)C1(c2cccs2)CCOCC1,41%
CCc1c(C(=O)N[C@@H]2COCC[C@H]2OCc2ccccn2)csc1C,-18%
# The list continues.
SMILES,Pf Dd2 inh
O=C(NCc1ccc(Cl)cc1)c1cc(-c2ccc[nH]2)n[nH]1,i
Cc1ncsc1C1N(C2CCN(Cc3cn(C)c4ccccc34)CC2)C(=O)C12CCCC2 (stereo not given),?
Cc1ccc(C(C)CCN2CCC3(CC2)C(=O)N(Cc2ccccn2)C(=O)N3Cc2ccccc2)o1 (stereo not given),i
C#C[C@H]1CN2CC[C@H]1C[C@@H]2CNC(=O)CC(C)(C)C,?
CCn1c(CO)nnc1C1CC(NC(=O)c2ccc3nc(C)oc3c2)C1 (stereo not given),-19%
Cc1ccc(NC(=O)NCC2CCN(Cc3cccc(Cl)c3)CC2)cc1Cl,10µM*
CCCCc1nn2c(=O)cc(CN(CC)c3ccccc3)nc2s1,-3%
COc1ccc(C2Cn3nnc(-c4noc(C5CCCC5)n4)c3CO2)cc1 (stereo not given),21%
CCOC(=O)N1CCN(C(=O)c2sc(C(C)C)nc2C)CC1,0%
Cc1ccc2[nH]c(CSc3nnc(NC(=O)COc4ccccc4C)s3)cc(=O)c2c1,49%[activator]
COCCNC(=O)CCCn1c(SCC(=O)c2ccc(Br)cc2)nc2c(sc3ccccc32)c1=O,23%
CN1C[C@@H](NC(=O)Nc2cccc(C#N)c2)C[C@H]1c1nc(-c2ccccn2)no1,?
Cc1ccc2cc3cc(C(=O)N4CCN(c5cccc(C(F)(F)F)c5)CC4)sc3nc2c1,29%
COCCN1Cc2cccc(C(=O)Nc3ccc(C)c(F)c3)c2C1=O,-15%
O=C(O)c1ccnc(-c2ccnc(N3CCCOC(CN4CCCC4)C3)n2)c1 (stereo not given),-8%

# Looked up one by one from above:
SMILES,Pf Dd2 inh
COCCN1Cc2cccc(C(=O)Nc3ccc(C)c(F)c3)c2C1=O,-15%
O=C(O)c1ccnc(-c2ccnc(N3CCCOC(CN4CCCC4)C3)n2)c1 (stereo not given),-8%
Cc1ccc(NC(=O)NCC2CCN(Cc3cccc(Cl)c3)CC2)cc1Cl,10µM*

# Sorted by count of non-hydrogen atoms (low to high): 4 of the compounds above
SMILES,Pf Dd2 inh
CCCCc1nn2c(=O)cc(CN(CC)c3ccccc3)nc2s1,-3%
COc1ccc(C2Cn3nnc(-c4noc(C5CCCC5)n4)c3CO2)cc1 (stereo not given),21%
Cc1ccc2[nH]c(CSc3nnc(NC(=O)COc4ccccc4C)s3)cc(=O)c2c1,49%[activator]
COCCNC(=O)CCCn1c(SCC(=O)c2ccc(Br)cc2)nc2c(sc3ccccc32)c1=O,23%
